HTT cytoprotect – Huntington cell model cytoprotection by ATP luminescence | AID 1471 | 230,000 compounds, 0.14% hits | Potency, µM (series often up to 56.4 µM), inactives show cytoprotection (ATP increase), actives largely listed as activators | PC12 HTT-Q103 induced, cytoprotection, ATP luminescence, 40 h;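 also: % of control where 0% means no effect; nearly all actives have a fitted effect of over 45% in size; toxic huntingtin expression switched on by the ecdysone agonist tebufenozide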
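Rat PC12, Q103 Htt exon1-GFP fusion, ecdysone promoter; tebufenozide inducer 100 nM final; compound titration; qHTS, 1500 cells/well; ATPlite luminescent read.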
L3MBTL1 inh – blocks human L3MBTL1 | Q9Y468 | AlphaScreen L3MBTL1–H3K9me1 peptide binding | Potency, µM (doses to about 57.1 µM), for the others: at the top dose activity, negative = inhibition, actives largely listed as inhibitors | 230,000 compounds, 0.66% hits; also: % is scaled to controls: 0 for no effect and ±100 for the full control effect; nearly all actives have a fitted effect of over 60% in size
Target sequence (Q9Y468 whole entry, looked up): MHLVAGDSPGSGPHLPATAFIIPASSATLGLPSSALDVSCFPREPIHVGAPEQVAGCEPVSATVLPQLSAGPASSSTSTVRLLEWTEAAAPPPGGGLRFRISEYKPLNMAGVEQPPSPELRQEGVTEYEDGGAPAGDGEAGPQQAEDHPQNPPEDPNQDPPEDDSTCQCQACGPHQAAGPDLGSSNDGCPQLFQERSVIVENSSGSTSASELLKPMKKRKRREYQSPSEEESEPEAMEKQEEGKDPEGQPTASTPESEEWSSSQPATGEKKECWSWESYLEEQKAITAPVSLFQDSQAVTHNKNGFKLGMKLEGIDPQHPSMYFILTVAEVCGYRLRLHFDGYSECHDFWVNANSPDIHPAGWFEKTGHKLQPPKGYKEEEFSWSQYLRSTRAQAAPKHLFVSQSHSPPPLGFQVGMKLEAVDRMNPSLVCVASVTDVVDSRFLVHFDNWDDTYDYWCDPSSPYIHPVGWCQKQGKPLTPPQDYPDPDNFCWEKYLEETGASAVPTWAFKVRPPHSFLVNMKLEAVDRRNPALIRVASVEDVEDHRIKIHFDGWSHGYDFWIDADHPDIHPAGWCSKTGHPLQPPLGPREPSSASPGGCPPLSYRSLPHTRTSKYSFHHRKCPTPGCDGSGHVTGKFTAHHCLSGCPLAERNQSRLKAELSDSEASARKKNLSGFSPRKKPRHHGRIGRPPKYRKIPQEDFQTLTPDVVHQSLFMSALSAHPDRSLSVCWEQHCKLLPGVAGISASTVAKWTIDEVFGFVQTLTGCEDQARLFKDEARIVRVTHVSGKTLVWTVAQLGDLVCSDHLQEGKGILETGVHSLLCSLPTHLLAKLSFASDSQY
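AlphaScreen proximity signal between nickel-chelate acceptor and streptavidin donor beads (final 10 ug/mL) reports binding of 50 nM L3MBTL1 to 75 nM biotin-H3 K9me1 peptide; complex incubated with compounds 30 min at room temperature; cefsulodin titration as control.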
RECQ1 inh – blocks DNA unwinding by human RECQ1; P46063; RECQ1 DNA unwinding, red fluorescence kinetic read; Potency, µM (highest dose often 57.3 µM), for inactives: at the highest dose activity, negative = inhibition, hits mostly inhibitors; 240,000 compounds, 0.54% hits; AID 2549;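 also: plate controls were vehicle for no effect and no enzyme for full effect; nearly all actives have a fitted effect of over 30% in size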
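50 nM RECQ1T1 preincubated 15 min with compound in Tris pH 8.0 buffer with MgCl2, DTT, Tween-20 and 2.5 ug/ml poly(dI-dC); started with 200 nM TAMRA/BHQ-2 forked duplex and 2 mM ATP. Unwinding read as fluorescence (525/598 nm), two reads 2 h apart.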
Tau ThT inhib – blocks human tau fibril formation measured by thioflavin T. P10636. recombinant tau K18 P301L, heparin-induced fibrillization, ThT fluorescence. Potency, µM (doses to about 57.4 µM), without a hit: at the top dose activity, negative = inhibition, actives largely listed as inhibitors. 270,000 compounds, 2.1% hits. AID 1460; also: % is scaled to controls: 0 for no effect and ±100 for the full control effect; nearly all actives have a fitted effect of over 55% in size
Target sequence (P10636 561-689 P618L limits assumed): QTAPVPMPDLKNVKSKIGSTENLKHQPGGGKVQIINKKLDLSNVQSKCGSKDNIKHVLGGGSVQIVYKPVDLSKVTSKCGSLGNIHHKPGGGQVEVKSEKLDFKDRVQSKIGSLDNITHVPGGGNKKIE
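ThT emission at 510 nm, taken 1 hr after adding 30 uM dye, quantifies aggregates formed when 20 uM heparin acts on human tau K18 P301L for 6 hr at 37 C.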
Tau fibril FP – blocks human tau fibril formation measured by polarization; Potency, µM (series often up to 57.7 µM), inactives show at the highest dose activity, negative = inhibition, usual class: inhibitors; K18 P301L tau heparin fibrillization, Alexa594 FP, 6 h; P10636; 280,000 compounds, 0.39% hits; also: % is scaled to controls: 0 for no effect and ±100 for the full control effect; nearly all actives have a fitted effect of over 55% in size
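Compound effects on tau fibrillization are measured by Alexa 594 fluorescence polarization (ex 555, em 632 nm). K18 P301L tau is used at 15 uM with 0.24 uM labeled tracer, and 20 uM heparin induces aggregation over 6 hr at 37 C.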
Tau fluor counter – counter-screen for tau fibril formation inhibitors. tau K18 P301L (four-repeat tau fragment) Alexa594 fluorescence, heparin fibrillization. Potency, µM (doses to about 57.7 µM), inactives show at the highest dose activity change, negative = decrease. 280,000 compounds, 0.93% hits. AID 1463; also: % is scaled to controls: 0 for no effect and ±100 for the full control effect; nearly all actives have a fitted effect of over 55% in size
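Human K18 P301L tau (15 uM unlabeled plus 0.24 uM Alexa 594-labeled, final) in 100 mM sodium acetate pH 7 was mixed with compound and 20 uM heparin and incubated 6 hr at 37 C.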
TRb SRC2 PPI – disrupts binding of human TR beta to SRC2; TRbeta-SRC2 peptide binding, fluorescence polarization; receptor liganded with 1 µM T3; Potency, µM (series often up to 106 µM), for the others: at the top dose activity change, negative = inhibition, usual class: inhibitors; 280,000 compounds, 0.065% hits; AID 1469;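 also: plate controls were bound peptide for no effect and peptide without receptor for full effect; nearly all actives have a fitted effect of over 50% in size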
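A fluorescence polarization screen tested compounds at multiple concentrations against complex formation between 0.6 uM TRb ligand-binding domain and 20 nM Texas Red SRC2 peptide, with 1 uM T3 present; readout after 5 hr.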
TR SRC2 fluor cs – Texas Red fluorescence interference in TRb-SRC2 counter-screen | 280,000 compounds, 0.29% hits | AID 1479 | Potency, µM (titrated, usually from 106 µM), for inactives: top-dose fluorescence change, negative = quenching | TRb/SRC2 Texas Red total fluorescence interference; active = well fitted curve in either direction with a large enough effect; inconclusive = small, poorly fitted or top-dose-only effect; also: % is scaled to controls: 0 for no effect and ±100 for the full control effect
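Human TRβ ligand-binding domain (0.6 uM) and Texas Red SRC2 peptide (20 nM) in Tris buffer with 1 uM T3 and 5% DMSO were incubated with pinned compound for 5 hr at ambient temperature. Total fluorescence was computed as S + 2P (555/632 nm).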
* = called active by the depositor; i = inactive; ? = inconclusive; nt = no result given; [ ] = another dose, or the depositor's remark. Unless noted, calls follow the shape of the dose curve; as a rule, active = well fitted curve in the direction sought with a large enough effect; inconclusive = small, poorly fitted or top-dose-only effect, or another doubt; inactive = no such curve, though single readings can be large; an effect the other way counts as inactive or inconclusive. Potency is read from the fitted curve at half-maximal effect. These rows are one share of the data, so the mix of outcomes need not match the whole.

Under each structure: HTT cytoprotect, L3MBTL1 inh, RECQ1 inh, Tau ThT inhib, Tau fibril FP, Tau fluor counter, TRb SRC2 PPI, TR SRC2 fluor cs
C=CCN1C(C(=O)c2ccccc2)=C(OC(=O)COc2ccccc2)c2ccccc2S1(=O)=O
    18%[10 µM], 9%, -7%, -14%, -4%, -10%, -6%, 0%
CCCN1Cc2cccc(C(N)=O)c2C1=O
    -31%, 1%, -6%, -2%, 0%, 5%, 2%, -2%
COc1ccc(Cn2c(=O)c3cccnc3n(CC(=O)Nc3c(C)cc(C)cc3C)c2=O)cc1
    nt, nt, nt, 6%, -7%, -3%, -1%, 1%
CCc1ccc(NC(=O)Cn2nnc(C(=O)Nc3ccc(F)cc3)c2N)cc1
    nt, nt, nt, -5%, -6%, 3%, -6%, 0%
OCCC1CN(Cc2cn[nH]c2C2CCCCC2)CCN1C1CCCC1 (centres undefined)
    -27%[10 µM], 2%, i, -10%, 0%, -14%, -8%, -7%
CC(C)c1ccccc1OCCNS(C)(=O)=O
    -6%, 1%, -1%, 1%, 5%, 7%, 1%, -4%
N=c1c2c(ncn1CCN1CCOCC1)Oc1ccc3ccccc3c1C2c1ccccc1 (centres undefined)
    -40%[inhibitor], nt, -12%, ?, -6%, ?, -14%, -1%
CCOC(=O)c1ccc(NC(=O)Nc2ccccn2)cc1
    -3%[10 µM], 6%, -5%, -6%, -8%, -11%, -9%, 1%
COc1cc(NC(=O)c2cc(C)on2)cc(C(=O)Nc2cccc(C(F)(F)F)c2)c1
    -16%[10 µM], nt, i, 10%, ?, ?, 6%, -2%
COc1ccc(C)cc1N(C(=O)c1ccccc1F)c1nc2ccccc2s1
    nt, 2%, -9%, -17%, -5%, -16%, 4%, -1%
COC(=O)c1cc2ccccn2c2c(C(=O)OC)c(C(=O)OC)cc1-2
    -17%, nt, 5%, ?, -3%, -26%, -2%, -3%
COc1ccc(C(=O)CSc2nnn(-c3cccc(NC(C)=O)c3)n2)cc1
    4%[10 µM], -3%, -5%, ?, -15%, -23%, 3%, 1%
COc1ccc(NC(=O)C2CCCN2S(=O)(=O)c2ccc3c(c2)CCC(=O)N3)cc1Cl (centres undefined)
    -8%[10 µM], 6%, i, 14%, -4%, 11%, -12%, 3%
CCc1ccccc1NC(=O)c1sc2nc(C)cc(COC)c2c1N
    nt, nt, nt, -2%, 5%, -15%, -1%, -1%
CN(C)CCCNC(=O)CC(c1ccc(F)cc1)c1ccco1 (centres undefined)
    -15%[0.074 µM], -2%, i, -3%, -6%, -6%, -3%, -2%
Cc1ccc(S(=O)(=O)NCCC(=O)Nc2ccc(C)c(Cl)c2)cc1C
    1%[10 µM], 7%, -23%, -6%, -3%, ?, -9%, -3%
Brc1cccc(CNc2nc3ccccc3n2CCN2CCOCC2)c1
    -27%, -5%, 7%, 13%, -1%, 15%, -10%, 0%
CCc1ccc(NC(=O)C(=O)NCC(c2ccc3c(c2)OCO3)N2CCN(C)CC2)cc1 (centres undefined)
    nt, nt, nt, 3%, 4%, -1%, -1%, -25%
COc1ccccc1NC(=O)c1oc2ccccc2c1NC(=O)c1ccco1
    0%[10 µM], -3%, 1%, -1%, -10%, -21%, -10%, 0%
CCOc1ccc(N2C(=O)/C(=C\c3ccccc3OC)S(=O)(=O)C2c2cccc([N+](=O)[O-])c2)cc1 (centres undefined)
    -5%[10 µM], 6%, -2%, 1%, 5%, -1%, 5%, -4%
Cc1nnc2n(c1=O)N=C(c1ccc(Cl)cc1)CS2
    -6%[10 µM], -1%, -3%, ?, ?, -15%, -1%, -3%
Cn1c(NC(=O)c2ccc(F)cc2)c(-c2cccs2)c(=O)c2ccccc21
    20%[10 µM], -9%, -6%, -17%, 4%, -24%, -3%, -1%
Cc1ccc(Nc2nc3ccccc3c(=O)s2)cc1C
    nt, 32%[activator], -4%, 4%, -4%, 6%, -12%, 1%
CCOc1ccc(OCC(=O)OCn2c(SC)nnc(C)c2=O)cc1
    -9%[10 µM], 7%, -3%, -9%, 10%, 0%, 0%, 1%
Cc1cc(C)c2c(-n3cccc3)c(NC(=O)OCc3ccccc3)sc2n1
    -11%, -4%, -9%, -19%, -7%, -17%, -6%, -9%
CC(=O)NCN1CCN(CNC(C)=O)CC1
    2%, 4%, -9%, -5%, 1%, 6%, -10%, -2%
Cc1ccc(-n2nc3c(=O)n(CC(=O)NC(C)C)nc(C)c3c2C)cc1
    nt, nt, nt, 13%, 1%, 6%, 5%, -1%
CCCC(=O)C1=C(O)C(c2cccc(Oc3ccccc3)c2)CCC1=O (centres undefined)
    -37%[inhibitor], 10%, -5%, -13%, 0%, -9%, -4%, -2%
O=C(COc1ccc(Br)cc1)N1CCOCC1
    -4%[10 µM], -4%, 7%, -6%, 11%, -5%, -3%, -4%
O=C(NCc1ccccn1)/C(=N/O)c1ccccc1
    -22%, -5%, i, -6%, -4%, -3%, 1%, -3%
Cc1nccn1CCc1nc(N)nc(N)n1
    0%[10 µM], 3%, -16%, 2%, 2%, 0%, -9%, -4%
Cc1ccc(NC(=O)CN2CCN(C3CCCCC3)C(=O)C2=O)cc1
    nt, nt, nt, 3%, -7%, 0%, 0%, -1%
O=C(CC(=O)N/N=C/c1ccc(F)cc1)N/N=C/c1ccc(F)cc1
    22%[10 µM], nt, -8%, nt, 0%[0.0958 µM], 6%[0.0958 µM], 9%, -1%
Cc1cc(C)cc(NC(=O)Cn2nnc(C(=O)Nc3cc(C)cc(C)c3)c2N)c1
    nt, nt, nt, ?, ?, ?, 0%, -1%
C=CCN(c1ccccc1)S(=O)(=O)c1cccc(C(=O)Oc2ccc3c(C)cc(=O)oc3c2)c1
    29%[10 µM], 9%, -4%, -1%, 7%, 8%, 4%, 2%
Cc1cccc(C)c1NC(=S)N(C)CCc1ccccn1
    -26%[10 µM], 8%, i, -6%, 11%, -1%, 2%, 1%
NC(=O)c1ccc(NC(=O)C2CCCO2)cc1 (centres undefined)
    2%, 0%, -6%, -4%, 10%, 6%, 2%, -4%
Cc1ccc(C(C(=O)NCC2CCCO2)N(Cc2ccccc2F)C(=O)Cn2nnc(-c3cccs3)n2)cc1 (centres undefined)
    4%, nt, 4%, 5%, -1%, -2%, -6%, -3%
COc1cc(Sc2ccc(C)cc2)c(OC)cc1N
    -40%[inhibitor], ?, -2%, ?, 1%, ?, -3%, -4%
COc1ccccc1CC(=O)NNS(=O)(=O)c1ccccc1[N+](=O)[O-]
    -20%[10 µM], 2%, -15%, -5%, -6%[2.34 µM], -17%, 7%, 2%

Rewritten tab-delimited: entries from further up
SMILES	HTT cytoprotect	L3MBTL1 inh	RECQ1 inh	Tau ThT inhib	Tau fibril FP	Tau fluor counter	TRb SRC2 PPI	TR SRC2 fluor cs
O=C(CC(=O)N/N=C/c1ccc(F)cc1)N/N=C/c1ccc(F)cc1	22%[10 µM]	nt	-8%	nt	0%[0.0958 µM]	6%[0.0958 µM]	9%	-1%
Cc1cc(C)cc(NC(=O)Cn2nnc(C(=O)Nc3cc(C)cc(C)c3)c2N)c1	nt	nt	nt	?	?	?	0%	-1%
C=CCN(c1ccccc1)S(=O)(=O)c1cccc(C(=O)Oc2ccc3c(C)cc(=O)oc3c2)c1	29%[10 µM]	9%	-4%	-1%	7%	8%	4%	2%
Cc1cccc(C)c1NC(=S)N(C)CCc1ccccn1	-26%[10 µM]	8%	i	-6%	11%	-1%	2%	1%
NC(=O)c1ccc(NC(=O)C2CCCO2)cc1 (centres undefined)	2%	0%	-6%	-4%	10%	6%	2%	-4%
Cc1ccc(C(C(=O)NCC2CCCO2)N(Cc2ccccc2F)C(=O)Cn2nnc(-c3cccs3)n2)cc1 (centres undefined)	4%	nt	4%	5%	-1%	-2%	-6%	-3%
COc1cc(Sc2ccc(C)cc2)c(OC)cc1N	-40%[inhibitor]	?	-2%	?	1%	?	-3%	-4%
COc1ccccc1CC(=O)NNS(=O)(=O)c1ccccc1[N+](=O)[O-]	-20%[10 µM]	2%	-15%	-5%	-6%[2.34 µM]	-17%	7%	2%

Next section
Under each structure: HTT cytoprotect, L3MBTL1 inh, RECQ1 inh, Tau ThT inhib, Tau fibril FP, Tau fluor counter, TRb SRC2 PPI, TR SRC2 fluor cs
COc1ccc(S(=O)(=O)Nc2cccc(NC(C)=O)c2)cc1
    -7%, nt, i, -6%, 4%, 4%, -2%, -6%
CC1(C)Cc2c(sc(NC(=O)Cc3ccccc3)c2C#N)CO1
    -14%[10 µM], 10%, -17%, 1%, 2%, 11%, -5%, -3%
CC(=O)Nc1cc(C(=O)NCCN2CCN(Cc3ccccc3)CC2)ccc1Sc1ccc(C)cc1
    -22%, nt, -6%, -18%, 2%, -18%, 3%, -2%
CCCc1cc(=O)oc2c(C)c(O)c(CN3CCCCC3)cc12
    8%, -11%, 0%, -9%, 1%, -4%, 7%, -3%
CCOC(=O)c1ccc(Nc2ccc([N+](=O)[O-])cn2)cc1
    -17%[10 µM], 5%, 1%, ?, -6%, -19%, -4%, 0%
COc1cc(OC)cc(C(=O)NCc2ccc3c(c2)cc(C)n3C)c1
    21%[10 µM], -1%, ?, ?, 3%, -10%, -28%, ?
Nc1nonc1-c1nc2ccccc2n1Cc1ccccc1
    -19%, 10%[11.4 µM], -5%, -10%, -7%, ?, -1%, -1%
C/C(=N/NC(=O)CNC(=O)c1cccc(F)c1)c1ccc2c(c1)CCCC2
    -24%, -1%, i, -2%, -8%, -4%, 0%, 0%
CC(C)c1cc(N=NC(N)=O)cc(C(C)C)c1O
    35%[10 µM], -12%, -3%, -9%, -3%, -6%, 1%, -2%
O=C(Nc1cc(Sc2nc3ccccc3s2)cc([N+](=O)[O-])c1)c1cccc(F)c1F
    -36%[10 µM], -3%, -3%, -4%, -5%, ?, 6%, 2%
O=C(CSc1nnc(Cn2c(=O)sc3ccccc32)n1-c1ccccc1)NCC1CCCO1 (centres undefined)
    -4%, 2%, i, 12%, 5%, 11%, -21%, 0%
